TcdB inh – inhibitors of Clostridioides difficile toxin B glycohydrolase | AID 652162 | TcdB glycohydrolase enzymatic assay, plate reader | P18177 | hit rate 0.24% among 350,000 | inhibition, % at 9.99 µM; in the data active means inhibition above about 10%
Target sequence (P18177 whole entry, looked up): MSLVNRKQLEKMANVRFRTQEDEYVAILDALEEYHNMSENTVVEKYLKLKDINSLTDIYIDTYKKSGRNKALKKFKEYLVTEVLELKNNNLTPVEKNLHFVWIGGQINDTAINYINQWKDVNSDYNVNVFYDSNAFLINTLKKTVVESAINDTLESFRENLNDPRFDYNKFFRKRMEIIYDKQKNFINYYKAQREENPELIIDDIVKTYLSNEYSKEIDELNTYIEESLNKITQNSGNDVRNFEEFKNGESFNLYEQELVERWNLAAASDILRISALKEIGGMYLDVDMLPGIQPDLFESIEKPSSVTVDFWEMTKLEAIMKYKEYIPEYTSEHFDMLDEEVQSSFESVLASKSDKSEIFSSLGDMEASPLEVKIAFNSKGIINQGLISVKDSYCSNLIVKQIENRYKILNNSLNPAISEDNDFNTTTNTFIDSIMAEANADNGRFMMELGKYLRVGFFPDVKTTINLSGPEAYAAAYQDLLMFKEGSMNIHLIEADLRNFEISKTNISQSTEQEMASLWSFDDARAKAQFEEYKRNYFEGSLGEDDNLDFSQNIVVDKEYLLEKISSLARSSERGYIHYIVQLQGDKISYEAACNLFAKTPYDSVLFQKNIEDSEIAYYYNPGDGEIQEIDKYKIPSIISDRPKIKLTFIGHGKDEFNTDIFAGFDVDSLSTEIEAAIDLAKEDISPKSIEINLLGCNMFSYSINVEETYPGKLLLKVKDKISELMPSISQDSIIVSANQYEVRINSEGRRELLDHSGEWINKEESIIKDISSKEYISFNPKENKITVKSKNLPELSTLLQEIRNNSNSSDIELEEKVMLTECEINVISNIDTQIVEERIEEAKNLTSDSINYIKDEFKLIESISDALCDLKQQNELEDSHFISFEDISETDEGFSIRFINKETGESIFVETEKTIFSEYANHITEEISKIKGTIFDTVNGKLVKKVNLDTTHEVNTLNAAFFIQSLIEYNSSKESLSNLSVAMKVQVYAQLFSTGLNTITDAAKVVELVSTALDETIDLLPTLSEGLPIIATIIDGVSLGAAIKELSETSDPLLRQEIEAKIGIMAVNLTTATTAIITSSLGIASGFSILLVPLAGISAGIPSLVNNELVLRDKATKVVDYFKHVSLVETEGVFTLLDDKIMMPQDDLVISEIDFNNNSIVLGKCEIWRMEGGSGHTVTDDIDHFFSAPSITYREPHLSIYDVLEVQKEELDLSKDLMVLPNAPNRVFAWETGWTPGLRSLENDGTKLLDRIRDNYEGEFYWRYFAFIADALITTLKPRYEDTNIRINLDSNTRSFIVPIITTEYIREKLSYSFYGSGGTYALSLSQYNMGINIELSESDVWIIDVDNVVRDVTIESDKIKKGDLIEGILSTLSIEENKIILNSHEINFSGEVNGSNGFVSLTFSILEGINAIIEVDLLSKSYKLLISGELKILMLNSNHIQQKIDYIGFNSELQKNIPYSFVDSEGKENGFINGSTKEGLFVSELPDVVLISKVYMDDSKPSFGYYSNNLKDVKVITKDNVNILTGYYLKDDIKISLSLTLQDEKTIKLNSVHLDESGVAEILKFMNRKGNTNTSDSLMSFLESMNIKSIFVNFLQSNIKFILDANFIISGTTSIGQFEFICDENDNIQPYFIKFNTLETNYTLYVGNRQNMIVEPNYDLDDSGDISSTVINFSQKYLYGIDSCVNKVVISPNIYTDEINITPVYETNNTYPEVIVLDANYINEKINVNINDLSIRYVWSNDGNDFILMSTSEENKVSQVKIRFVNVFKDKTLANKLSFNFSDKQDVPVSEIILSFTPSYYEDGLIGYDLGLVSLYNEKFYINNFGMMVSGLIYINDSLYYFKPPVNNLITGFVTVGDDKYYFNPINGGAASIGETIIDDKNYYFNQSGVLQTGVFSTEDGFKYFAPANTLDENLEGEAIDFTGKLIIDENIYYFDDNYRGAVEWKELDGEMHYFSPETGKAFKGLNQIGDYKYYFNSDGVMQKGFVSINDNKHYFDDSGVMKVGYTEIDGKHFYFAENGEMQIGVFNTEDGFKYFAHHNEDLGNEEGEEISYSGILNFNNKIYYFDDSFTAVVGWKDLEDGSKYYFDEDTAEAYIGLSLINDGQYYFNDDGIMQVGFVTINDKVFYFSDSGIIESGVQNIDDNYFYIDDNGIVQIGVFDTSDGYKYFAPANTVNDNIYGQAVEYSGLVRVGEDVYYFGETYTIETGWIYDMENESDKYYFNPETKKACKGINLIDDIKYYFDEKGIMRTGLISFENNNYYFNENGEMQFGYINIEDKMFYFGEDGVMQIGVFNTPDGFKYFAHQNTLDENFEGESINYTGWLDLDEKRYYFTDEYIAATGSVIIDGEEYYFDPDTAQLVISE
PrPC surface inh – inhibitors of human cell surface prion protein PrPC. inhibition, % at 13.8 µM. hit rate 0.43% among 370,000. AID 720596. P04156. TR-FRET read-out; in the data active means inhibition above about 24%; further: 0% = median of the test wells and 100% = reference compound wells
The depositor's hits bear a star; & = joins results of further samples.

How did CCOC(=O)[C@]12CCCC=C1N(CCc1ccc(OC)c(OC)c1)C(=O)[C@H](CC(=O)N1CCN(C(=O)C3CC3)CC1)C2 do in these assays?
TcdB inh: 0.4; PrPC surface inh: 10

What do the screens show for `CCC(CC)C(C(=O)NCc1ccccc1)N1CCN(CCN2CCOCC2)CC1` (configuration not stated)?
TcdB inh: 0.5; PrPC surface inh: 0

How did COc1ccc(-c2ccc3c(n2)CCCN3S(=O)(=O)c2ccc(C)cc2)cc1 do in these assays?
TcdB inh: 1.0; PrPC surface inh: 0

What do the screens show for `CC(C)(C)c1cc(O)ccc1O`?
TcdB inh: -8.9; PrPC surface inh: -12

How did C[C@@H]1CN([C@@H](C)CO)C(=O)CCCn2cc(nn2)CO[C@H]1CN(C)C(=O)C1CC1 do in these assays?
TcdB inh: 0.5&-0.3; PrPC surface inh: -7

How did O=C(C(=O)N1CCN(S(=O)(=O)c2ccc(Cl)cc2)CC1)c1cccc(C(F)(F)F)c1 do in these assays?
TcdB inh: 0.2; PrPC surface inh: 2

Results for COC(=O)[C@]12CCCCC=C1N(Cc1ccc3c(c1)OCO3)C(=O)[C@H](CC(=O)NCc1cccc(C(F)(F)F)c1)C2 ?
TcdB inh: 0.8; PrPC surface inh: 2

How did CC(=O)N1c2ccccc2N=C(c2ccc3c(c2)OCO3)C1C(=O)NCc1ccccc1 (configuration not stated) do in these assays?
TcdB inh: 1.1; PrPC surface inh: -1

What do the screens show for `C[C@@H]1CN([C@@H](C)CO)C(=O)CCCn2cc(nn2)CO[C@H]1CN(C)C(=O)Nc1cccc2ccccc12`?
TcdB inh: -0.3&0.5; PrPC surface inh: 1

What do the screens show for `CCOC1=C2CN(S(=O)(=O)c3ccc(C)cc3)C(c3ccccc3)CC2N(S(=O)(=O)c2ccccc2Cl)C(c2ccccc2)C1` (configuration not stated)?
TcdB inh: -1.1; PrPC surface inh: -1

Results for COC(=O)c1cc2c(c3c4cc(OC)ccc4n(S(=O)(=O)c4ccc(F)cc4)c13)C(=O)N(CC(C)C)C2 ?
TcdB inh: 1.0; PrPC surface inh: 12

How did COC(=O)[C@@]12C[C@@H](CC(=O)NCc3cccs3)C(=O)N(Cc3ccc4c(c3)OCO4)C1=CCC(C)(C)C2 do in these assays?
TcdB inh: 0.9; PrPC surface inh: -3

What do the screens show for `O=C(Nc1cccc([N+](=O)[O-])c1)OCc1ccc2c(c1)OCO2`?
TcdB inh: 0.0; PrPC surface inh: -2

What do the screens show for `COC(=O)C[C@@H]1CC[C@@H](NC(C)=O)[C@@H](CO)O1`?
TcdB inh: 1.5; PrPC surface inh: -4

How did COC(=O)C[C@H]1CC[C@@H]2[C@H](COc3ccc(NC(=O)c4cccc(Cl)c4)cc3C(=O)N2C)O1 do in these assays?
TcdB inh: 3.7; PrPC surface inh: -9

Results for O=P(/C=C1\OCc2ccccc21)(Oc1ccccc1)Oc1ccccc1 ?
TcdB inh: 1.3; PrPC surface inh: -6

How did Cc1[nH]c2ccccc2c1CC(=O)Nc1ccc(Nc2ccccc2)cc1 do in these assays?
TcdB inh: 1.3; PrPC surface inh: 3

What do the screens show for `CCN(CCOC(=O)Nc1ccc(Cl)cc1)C(=O)Nc1ccc(Cl)cc1`?
TcdB inh: 0.6; PrPC surface inh: 12

What do the screens show for `Cc1cnc(-c2nc3ccccc3n2C(C)C(=O)Nc2c(C)cccc2C)cn1` (configuration not stated)?
TcdB inh: 0.0; PrPC surface inh: 10

Results for COC(=O)C[C@@H]1CC[C@@H](NS(=O)(=O)c2ccccc2OC)[C@@H](CO)O1 ?
TcdB inh: 0.1; PrPC surface inh: -4

How did C[C@H]1COc2cc(NCCCN3CCOCC3)ccc2S(=O)(=O)N1 do in these assays?
TcdB inh: 1.2; PrPC surface inh: 0

How did O=C(NCc1ccccc1)C(c1ccc(-c2ccccc2)cc1)N1CCN(CCN2CCOCC2)CC1 (configuration not stated) do in these assays?
TcdB inh: 1.0; PrPC surface inh: -1

Results for O=S(=O)(c1ccc(F)cc1)N1CCCc2nc(-c3ccccc3)ccc21 ?
TcdB inh: -0.2; PrPC surface inh: 3

How did O=C(N[C@H](Cc1ccccc1)C(=O)NCc1cccc2ccccc12)[C@H]1O[C@@H](n2ccc(=O)[nH]c2=O)[C@H](O)[C@@H]1O do in these assays?
TcdB inh: 1.7; PrPC surface inh: -2

How did CCc1c(-c2ccc(F)cc2F)ncn1CCc1ccccc1OC do in these assays?
TcdB inh: 1.0; PrPC surface inh: 12

Results for C[C@H]1CN(C(=O)OC(C)(C)C)CCN1c1ccc(N2CC[C@@H](O)C2)c(C#N)c1 ?
TcdB inh: -103; PrPC surface inh: 8

What do the screens show for `Cc1ccc(C)c(C(Nc2ccccc2)c2ccc3ccc(C)nc3c2O)c1` (configuration not stated)?
TcdB inh: 0.1; PrPC surface inh: -2

Results for COc1ccccc1CNC(=O)C[C@H]1CC[C@@H]2[C@H](COC[C@H](O)CN2Cc2ccc3c(c2)OCO3)O1 ?
TcdB inh: -0.6&0.6; PrPC surface inh: 7

What do the screens show for `CCc1c(-c2ccccc2OC)ncn1Cc1cccc(-c2ccccc2)c1`?
TcdB inh: 0.9; PrPC surface inh: 23

What do the screens show for `O=C(NCC[C@@H]1CC[C@@H](NS(=O)(=O)Cc2ccccc2)[C@@H](CO)O1)C1CC1`?
TcdB inh: 0.4&0.7; PrPC surface inh: 6

What do the screens show for `COC(=O)[C@]12C[C@H](CC(=O)NCC3CCCCC3)C(=O)N(CCc3ccc(OC)c(OC)c3)C1=C[C@H](C(C)(C)C)O[C@@H]2C`?
TcdB inh: 2.0; PrPC surface inh: 6

How did COc1ccc(C=CC(=O)c2c(N)n(C)c(=O)n(C)c2=O)cc1 do in these assays?
TcdB inh: 0.0; PrPC surface inh: -8

How did C[C@@H]1NS(=O)(=O)c2ccc(F)cc2O[C@@H]1c1ccccc1 do in these assays?
TcdB inh: -0.1; PrPC surface inh: 5

What do the screens show for `COC(=O)[C@H](NC(=O)c1cc([C@@H](NC(=O)OC(C)(C)C)C(C)C)sc1N)C(C)C`?
TcdB inh: 1.9; PrPC surface inh: 10

How did C=CCN=C1NC(c2cccc(Cl)c2)C(C(=O)OC)=C(C)N1Cc1cccc(C(F)(F)F)c1 (configuration not stated) do in these assays?
TcdB inh: -1.9; PrPC surface inh: -12

Results for COC(=O)[C@]12C[C@H](CC(=O)N3CCCC3)C(=O)N(Cc3ccccc3)C1=C[C@H](C(C)C)O[C@@H]2C1CC1 ?
TcdB inh: -0.9; PrPC surface inh: 18

How did O=C(OCc1ccccc1)N1CCC2CC1c1ccc(N3CCN(Cc4ccccc4)CC3)cc12 (configuration not stated) do in these assays?
TcdB inh: -6.3; PrPC surface inh: 8

What do the screens show for `COC(=O)C1=CN(c2ccc(OC)cc2OC)C(N)=C(C#N)C1c1ccccc1F` (configuration not stated)?
TcdB inh: -0.4; PrPC surface inh: 8

How did O=C(N[C@H](C(=O)N1CCC[C@H]1C(=O)NC1CCCC1)C1CCCCC1)C1CC1 do in these assays?
TcdB inh: 0.9; PrPC surface inh: 3

Results for CCCCCCCCN1C(=O)[C@@H](CC(=O)NCC23CC4CC(CC(C4)C2)C3)C[C@@]2(C(=O)OC)C1=C[C@H](C(C)(C)C)O[C@@H]2C ?
TcdB inh: 2.1; PrPC surface inh: -3

How did COC(=O)C1=C(c2ccc(OC(F)(F)F)cc2)C[C@@H]2CC[C@H]1N2C(=O)NCc1ccco1 do in these assays?
TcdB inh: 1.7; PrPC surface inh: 1

Results for COC(=O)C1=C(C)N(C)C(=NCc2ccccc2C(F)(F)F)NC1c1ccc(Cl)cc1 (configuration not stated) ?
TcdB inh: 2.2; PrPC surface inh: -29

What do the screens show for `CC(C)(C)c1ccc(-c2cc(NC(=O)Cc3c[nH]c4ccccc34)ccc2Nc2cccnc2)cc1`?
TcdB inh: -0.4; PrPC surface inh: -3

What do the screens show for `O=C(C[C@@H]1CC[C@@H]2[C@H](COC[C@H](O)CN2S(=O)(=O)c2ccccc2)O1)Nc1ccccc1`?
TcdB inh: -0.4&0.0; PrPC surface inh: 3

Results for COC(=O)[C@]12CCCCC=C1N(CCc1ccc(OC)c(OC)c1)C(=O)[C@H](CC(=O)NCc1cccc3ccccc13)C2 ?
TcdB inh: 1.4; PrPC surface inh: 11

What do the screens show for `Nc1ncnc(N)c1NC(=O)c1ccccc1`?
TcdB inh: -9.0; PrPC surface inh: 2

What do the screens show for `O=C(NC1CCCCC1)C(c1ccnc2ccccc12)n1c(=O)c(-c2ccco2)nc2ccccc21` (configuration not stated)?
TcdB inh: -0.4; PrPC surface inh: 8

Results for Cc1nc([N+](=O)[O-])cn1CC(Cl)Cn1cc([N+](=O)[O-])nc1C ?
TcdB inh: -0.7; PrPC surface inh: 4

What do the screens show for `COC(=O)[C@]12C[C@H](CC(=O)NCCc3ccccc3OC)C(=O)N(CCC3=CCCCC3)C1=C[C@H](C(C)(C)C)O[C@@H]2C`?
TcdB inh: -0.1; PrPC surface inh: -4

Results for CC(C)c1ccc(OCCCN2CCC(C(O)(c3ccccc3)c3ccccc3)CC2)cc1 ?
TcdB inh: 1.7; PrPC surface inh: -1

What do the screens show for `O=C(NCc1ccccc1)[C@@H]1CCCN1C(=O)[C@H]1CCCN1C(=O)c1ccc(F)c(C(F)(F)F)c1`?
TcdB inh: 0.7; PrPC surface inh: 9

What do the screens show for `COC(=O)C1=C(C)N(Cc2ccc(C(F)(F)F)cc2)C(=NCc2cccc(C(F)(F)F)c2)NC1c1ccccc1C(F)(F)F` (configuration not stated)?
TcdB inh: 0.8; PrPC surface inh: 1

What do the screens show for `CC(C)(C)S(=O)(=O)N1C[C@H]2C(=C(CCO)C[C@H]3C(=O)N(c4ccccc4)C(=O)[C@H]32)[C@@H]1CCO`?
TcdB inh: 1.0; PrPC surface inh: 1

How did COc1cccc(C(=O)NCCNc2nc3cc(C)cc(C)c3cc2C#N)c1 do in these assays?
TcdB inh: -0.3; PrPC surface inh: -1

Results for CC(C)c1[nH]nc2c1C(c1ccc(F)cc1)N(Cc1ccccc1)C2=O (configuration not stated) ?
TcdB inh: 1.1; PrPC surface inh: 1

How did CCCc1ccc(-c2cc(NC(=O)Cc3c(C)[nH]c4ccccc34)ccc2Nc2cccnc2)cc1 do in these assays?
TcdB inh: 0.1; PrPC surface inh: 7

What do the screens show for `COCCCNC(=O)C[C@H]1C[C@@]2(C(=O)OC)C(=C[C@H](C(C)(C)C)O[C@@H]2C)N(CCc2ccc(OC)c(OC)c2)C1=O`?
TcdB inh: 1.7; PrPC surface inh: -3

Results for CCOC(=O)N1CCN(C(=O)C[C@H]2C[C@@]3(C(=O)OC)C(=C[C@H](COCc4ccccc4)O[C@@H]3C)N(Cc3ccc4c(c3)OCO4)C2=O)CC1 ?
TcdB inh: 0.6; PrPC surface inh: -11

What do the screens show for `Cc1ccccc1C(=O)NC1CCCCN(C)C1=O` (configuration not stated)?
TcdB inh: -0.2; PrPC surface inh: -5

What do the screens show for `CNc1ncn(-c2c(C)cccc2C)c(=O)n1`?
TcdB inh: -2.1; PrPC surface inh: 10

Results for Cc1ccc(CN2CC(N3CCC[C@@H]3C)CS2(=O)=O)cc1 (some centres not stated) ?
TcdB inh: 0.7; PrPC surface inh: 0

What do the screens show for `O=C(NC1CCCC1)[C@@H]1CCCN1C(=O)[C@@H](NC(=O)N1CCOCC1)c1ccccc1`?
TcdB inh: 0.7; PrPC surface inh: 6

What do the screens show for `C[C@@H]1CN([C@H](C)CO)C(=O)CCCn2cc(nn2)CO[C@H]1CN(C)C(=O)Nc1ccc(N2CCCCC2)cc1`?
TcdB inh: -11&-5.9&-5.0; PrPC surface inh: -13

What do the screens show for `COCc1cc(N2CCN(C(=O)OC(C)(C)C)C[C@@H]2C)ccc1N1CC[C@@H](O)C1`?
TcdB inh: -58; PrPC surface inh: 3

What do the screens show for `COC(=O)[C@]12C[C@H](CC(=O)N3CCOCC3)C(=O)N(Cc3ccccc3)C1=C[C@H](C(C)C)O[C@@H]2C1CC1`?
TcdB inh: 0.4; PrPC surface inh: 6

Filtered by structure: those above with a CF3 group
How did O=C(C(=O)N1CCN(S(=O)(=O)c2ccc(Cl)cc2)CC1)c1cccc(C(F)(F)F)c1 do in these assays?
TcdB inh: 0.2; PrPC surface inh: 2

Results for COC(=O)[C@]12CCCCC=C1N(Cc1ccc3c(c1)OCO3)C(=O)[C@H](CC(=O)NCc1cccc(C(F)(F)F)c1)C2 ?
TcdB inh: 0.8; PrPC surface inh: 2

How did C=CCN=C1NC(c2cccc(Cl)c2)C(C(=O)OC)=C(C)N1Cc1cccc(C(F)(F)F)c1 (configuration not stated) do in these assays?
TcdB inh: -1.9; PrPC surface inh: -12

How did COC(=O)C1=C(c2ccc(OC(F)(F)F)cc2)C[C@@H]2CC[C@H]1N2C(=O)NCc1ccco1 do in these assays?
TcdB inh: 1.7; PrPC surface inh: 1

Results for COC(=O)C1=C(C)N(C)C(=NCc2ccccc2C(F)(F)F)NC1c1ccc(Cl)cc1 (configuration not stated) ?
TcdB inh: 2.2; PrPC surface inh: -29

What do the screens show for `O=C(NCc1ccccc1)[C@@H]1CCCN1C(=O)[C@H]1CCCN1C(=O)c1ccc(F)c(C(F)(F)F)c1`?
TcdB inh: 0.7; PrPC surface inh: 9

What do the screens show for `COC(=O)C1=C(C)N(Cc2ccc(C(F)(F)F)cc2)C(=NCc2cccc(C(F)(F)F)c2)NC1c1ccccc1C(F)(F)F` (configuration not stated)?
TcdB inh: 0.8; PrPC surface inh: 1

Screening results as filed in PubChem.

The list is partial. The share of hits here may be higher or lower than overall.
